# Compound activity: PubChem BioAssay, Sanford-Burnham Center for Chemical Genomics
# SENP8 block-1 = inhibitors of human SENP8 protease; Q96LD8; purified SENP8, Z-RLRGG-aminoluciferin cleavage, luminescence; inhibition, % at 10 µM; actives 1.2% (n = 330,000); AID 2540; in the data active = inhibition above about 50%
# Target sequence (Q96LD8 whole entry, looked up): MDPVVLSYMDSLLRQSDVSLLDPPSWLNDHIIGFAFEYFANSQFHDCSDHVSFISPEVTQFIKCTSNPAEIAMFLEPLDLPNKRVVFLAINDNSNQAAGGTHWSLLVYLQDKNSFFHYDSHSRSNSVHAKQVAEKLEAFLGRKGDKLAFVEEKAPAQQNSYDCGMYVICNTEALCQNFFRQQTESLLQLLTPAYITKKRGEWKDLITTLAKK
# HKDC1 inhibitor = blocks human hexokinase HKDC1 activity | Q2TB90 | recombinant HKDC1, G6PDH/diaphorase resazurin coupled fluorescence | inhibition, % at 20 µM | actives 0.16% (n = 340,000) | AID 493160;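 active = inhibition above about 35% when tested at 20 µM, limit read from the data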;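 note: plate controls were DMSO wells with enzyme for no effect and DMSO wells lacking enzyme for full effect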
#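 Test system: recombinant HKDC1 (HK5) hexokinase enzyme, produced in-house / Doses: 20 µM test compound, 1% DMSO / Timing: 90 min, room temperature / Detection: G6PDH/diaphorase-coupled fluorescence, 1 mM NADP, 100 µM resazurin, 525/613 nm / Control set: DMSO wells with and without enzyme mix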
# PfG6PD inh = PfG6PD (Plasmodium falciparum) enzyme inhibition | PfGluPho enzyme, NADPH resazurin-diaphorase fluorescence | inhibition, % at 20 µM | actives 0.78% (n = 350,000) | AID 504690;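 active = inhibition reaching at least a set limit at 20 µM in the primary screen, cut at about 59% in these data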;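 note: 0% = DMSO wells with substrate and 100% = DMSO wells lacking glucose-6-phosphate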
# UBC13 inh = human UBC13 polyubiquitination inhibition; P61088; UBC13 polyubiquitin chain formation, TR-FRET; inhibition, % at 20 µM; actives 0.47% (n = 330,000); AID 485273; in the data active = inhibition above about 45%, passing the limit was not always enough
# Target sequence (P61088 whole entry, looked up): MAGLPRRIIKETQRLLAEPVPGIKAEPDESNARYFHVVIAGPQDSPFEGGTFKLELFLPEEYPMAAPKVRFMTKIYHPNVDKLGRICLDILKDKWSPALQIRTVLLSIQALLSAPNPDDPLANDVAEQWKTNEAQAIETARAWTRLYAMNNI
# SENP6 inh = SENP6 protease inhibition | Q9GZR1 | Recombinant SENP6 catalytic domain, aminoluciferin luminescence | inhibition, % at 10 µM | actives 1.8% (n = 330,000);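 active = inhibition above about 50% at the single tested dose, limit read from the data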;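 note: plate controls were DMSO wells with enzyme for no effect and DMSO wells lacking enzyme for full effect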
# Target sequence (Q9GZR1 628-1112 limits assumed): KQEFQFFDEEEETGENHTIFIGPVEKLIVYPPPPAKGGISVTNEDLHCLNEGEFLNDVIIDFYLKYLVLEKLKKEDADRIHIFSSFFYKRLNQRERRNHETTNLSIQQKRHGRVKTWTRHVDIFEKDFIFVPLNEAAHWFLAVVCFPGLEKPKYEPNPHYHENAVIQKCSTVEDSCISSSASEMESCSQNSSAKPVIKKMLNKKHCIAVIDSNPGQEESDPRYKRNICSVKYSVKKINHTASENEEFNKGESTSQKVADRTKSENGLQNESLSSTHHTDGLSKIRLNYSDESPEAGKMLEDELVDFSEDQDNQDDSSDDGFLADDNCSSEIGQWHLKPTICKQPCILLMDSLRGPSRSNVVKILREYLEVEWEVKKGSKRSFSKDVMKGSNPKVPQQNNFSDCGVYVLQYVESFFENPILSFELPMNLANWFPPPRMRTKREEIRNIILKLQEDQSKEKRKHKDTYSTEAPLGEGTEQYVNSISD
# MIN6 prolif = MIN6 beta-cell proliferation induction; MIN6 cells proliferation, ATPlite luminescence, 48 h; cells starved in 0.2% serum; 100% = growth in 10% serum; proliferation, % at 10 µM; actives 0.29% (n = 330,000); AID 2380;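 active = compounds whose signal lies at least 3.5 SD above the mean of all wells on their plate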;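 note: 0% = DMSO-treated cells in low-serum medium and 100% = 10% serum control; some compounds called inactive have numbers as strong as hits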
# SENP8 block-2 = inhibitors of human SENP8 protease; inhibition, % at 20 µM; Q96LD8; actives 0.64% (n = 360,000); AID 602440; recombinant SENP8, Nedd8 substrate fluorescence; in the data active = inhibition mostly above about 40%, no sharp cut-off; inactive = mostly below about 27%
# SENP7 inh = blocks the human protease SENP7. recombinant SENP7, Z-RLRGG-aminoluciferin luminescence, 40 min. actives 1.5% (n = 330,000). inhibition, % at 5 µM. Q9BQF6;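 active = inhibition above about 50% at the single test dose, limit read from the data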;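 note: plate controls were DMSO with enzyme for no effect and no enzyme buffer wells for full effect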
# SENP1 FRET inh = blocks the human SENP1 SUMO protease catalytic domain; Q9P0U3; recombinant SENP1 catalytic domain, CyPet-SUMO1-YPet FRET cleavage; inhibition, % at 10 µM; actives 0.21% (n = 360,000); AID 624204;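 active = inhibition at least 30% at 10 µM, raw YFP signal under a set limit, fluorescence ratio 0.5 to 1.5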;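 note: 0% = enzyme with DMSO and 100% = no enzyme wells; some results filed as inactive read as strong as hits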
# Target sequence (Q9P0U3 419-644 limits assumed): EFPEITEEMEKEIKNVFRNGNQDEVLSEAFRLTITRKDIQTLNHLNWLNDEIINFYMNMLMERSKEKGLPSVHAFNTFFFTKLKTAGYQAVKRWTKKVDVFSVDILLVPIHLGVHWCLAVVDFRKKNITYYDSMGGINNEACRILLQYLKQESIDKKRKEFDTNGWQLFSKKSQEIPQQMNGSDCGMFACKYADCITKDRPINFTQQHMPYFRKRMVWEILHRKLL
#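 Compound: 10 µM single point, 0.5% DMSO; Test system: hSENP1 catalytic domain, recombinant; Timing: 50 min reaction at room temperature; Technique: FRET, CFP and YFP emission; Control set: no-enzyme wells low, DMSO-plus-enzyme wells high control.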
# Numbers without * were called inactive; i = inactive; nt = not tested or not shown. This is a random part of the collection; any-hit rate near 4%.
SMILES,SENP8 block-1,HKDC1 inhibitor,PfG6PD inh,UBC13 inh,SENP6 inh,MIN6 prolif,SENP8 block-2,SENP7 inh,SENP1 FRET inh
Cc1ccc(C(=O)NCc2ccc3c(c2)OCO3)o1,-17,-1,-16,-12,-20,-2,10,-11,1
O=C(NCc1cn2ccsc2n1)Nc1cccc(Cl)c1,-8,-7,-4,-2,-5,3,13,0,-2
COc1ccccc1CC(=O)Nc1ccc(-c2noc(COc3cccc(C)c3C)n2)cc1,-1,-3,14,-7,6,-2,12,-9,-2
O=C(Nc1ccc2oc(-c3cccnc3)nc2c1)c1ccco1,-5,-2,-8,8,3,-1,-485,1,-3
Cc1ccc(OCC(=O)NCc2cccnc2)cc1,-4,-5,1,5,-1,0,13,3,1
COc1cc(NS(=O)(=O)c2ccc(NC(=O)COc3ccccc3C)cc2)nc(OC)n1,-9,4,-14,-4,-21,-2,19,-4,-3
CCOc1ccccc1NC(=O)C(c1ccccc1)N1CCN(C(=O)c2ccco2)CC1 (stereo not drawn),5,3,-14,11,-3,1,-3,1,2
FC(F)(F)c1cc(-c2ccc(Cl)cc2)nc(NCc2cccnc2)n1,3,9,22,16,6,-5,-226,-6,-1
CN(C)S(=O)(=O)c1ccc(N2CCCC2)c(C(=O)Nc2ccc(N3CCOCC3)cc2)c1,-8,2,3,-14,-7,-3,18,2,3
N#Cc1cccnc1Nc1cccc(Cl)c1,-6,-13,4,5,-15,0,-113,1,2
CCOc1ccc(NC(=O)COc2ccc(C(=O)NCCc3ccccc3)cc2)cc1,0,-5,-6,-4,2,-1,4,-5,-1
Cn1ccnc1SC(=O)N1c2ccccc2Sc2ccccc21,-9,5,3,5,-8,-2,0,4,-4
CCCC1(C(=O)OCC)NC(c2ccc(OC)cc2OC)C2C(=O)N(c3ccc4c(c3)OCCO4)C(=O)C21 (stereo not drawn),6,4,-7,-8,-6,-1,10,-1,0
CCCCn1c(SCC(=O)N2CCC(C(=O)OCC)CC2)nc2cc(S(N)(=O)=O)ccc21,2,3,12,-2,13,5,10,2,1
c1ccc(CN2CCC(CNc3ncnc4ccccc34)C2)cc1 (stereo not drawn),nt,-4,-5,nt,nt,nt,15,nt,1
O=C1NC(Cc2ccccc2)c2nc3ccccc3c(=O)n2-c2ccc(Cl)cc21 (stereo not drawn),4,nt,nt,6,-8,-1,nt,3,nt
COc1cccc(C2C([N+](=O)[O-])=C(N)Oc3cc(C)oc(=O)c32)c1 (stereo not drawn),-7,-2,1,0,-17,5,-6,2,-3
C[C@@H]1CC=C[C@H]2[C@H]1C(=O)N(Cc1ccccc1)[C@H]2c1ccc2ccccc2c1Br,5,6,21,-5,-21,-8,18,-9,2
COCc1cc(C)nc(NC2CC(C)(C)NC(C)(C)C2)c1C#N,4,-7,-7,12,9,0,-264,2,-2
O=C(NCCCn1ccnc1)C(=O)NCC1OCCN1S(=O)(=O)c1ccc(Cl)cc1 (stereo not drawn),8,-3,5,7,-18,7,9,-8,-1
CC(C)Oc1cccc(C(=O)C2CCCN(Cc3cnc(N4CCOCC4)s3)C2)c1 (stereo not drawn),2,12,-5,2,24,-2,6,4,1
CO/N=C/NC(=O)c1c(OC)ccnc1Oc1ccc(F)cc1,4,-5,-16,6,-6,-1,5,-5,2
Cc1ccc(Nc2nc(C)cs2)cc1,-5,-8,25,-4,-32,-4,5,-2,-1
O=C(CN1C(=O)/C(=C\c2ccc(C(F)(F)F)cc2)Sc2ccccc21)NCc1ccco1,-9,8,3,-8,-2,-5,9,-9,-5

# 4 compounds from above, ordered by the value under PfG6PD inh, largest number first:
canonical_smiles	HKDC1 inhibitor	PfG6PD inh	UBC13 inh	SENP6 inh	SENP7 inh	SENP1 FRET inh
COc1ccccc1CC(=O)Nc1ccc(-c2noc(COc3cccc(C)c3C)n2)cc1	-3	14	-7	6	-9	-2
O=C(NCCCn1ccnc1)C(=O)NCC1OCCN1S(=O)(=O)c1ccc(Cl)cc1 (stereo not drawn)	-3	5	7	-18	-8	-1
O=C(CN1C(=O)/C(=C\c2ccc(C(F)(F)F)cc2)Sc2ccccc21)NCc1ccco1	8	3	-8	-2	-9	-5
O=C(Nc1ccc2oc(-c3cccnc3)nc2c1)c1ccco1	-2	-8	8	3	1	-3

# (listing goes on)
SMILES,SENP8 block-1,HKDC1 inhibitor,PfG6PD inh,UBC13 inh,SENP6 inh,MIN6 prolif,SENP8 block-2,SENP7 inh,SENP1 FRET inh
CC1(C)CC(=O)C2=C(C1)Nc1[nH]n(-c3ccccc3)c(=O)c1C2c1ccc2c(c1)OCO2 (stereo not drawn),-5,20,-11,-16,2,-1,18,-1,-2
CCOC(=O)c1ccc(Cn2cnc3ccccc3c2=O)cc1,4,-5,-3,11,24,-3,7,3,1
O=C(O)c1cccc(N/N=C/c2sc(N3CCOCC3)nc2-c2ccccc2)c1,-3,14,15,0,4,0,-118,6,-31
Cc1nc2cc(-c3cccc(F)c3)nn2c(N2CCN(C(=O)c3ccco3)CC2)c1C,10,5,8,16,7,0,-215,4,1
Cc1cccc(C(=O)NCCNC(=O)c2ccco2)c1,7,-9,-1,3,-15,0,14,-4,-3
NS(=O)(=O)c1ccc(CCNC(=S)Nc2ccc(S(N)(=O)=O)cc2)cc1,5,5,15,-9,10,0,12,8,3
COc1ccc(Br)cc1/C=N/NC(=O)CNC(=O)C1COc2ccccc2O1 (stereo not drawn),0,12,119*,21,-7,4,6,14,3
CSc1ccc(CN2C(=O)NC3(CCCCCCC3)C2=O)cc1,9,-6,13,6,-4,1,15,2,0
COc1cccc(-n2nc(C(C)=O)c(C#N)c2-c2ccco2)c1,-6,9,-9,0,5,9.4*,24,-5,-1
CSCCC(=O)N1CCCC(N2CCN(c3cccc(C(F)(F)F)c3)CC2)C1 (stereo not drawn),0,-7,-14,2,-32,-1,8,-5,-1
Cc1nc2ccccc2n1CC(=O)c1ccc(O)c(O)c1,6,-3,-35,8,-2,6,-1,2,4
CN1CCN(C(=O)c2ccc3c(c2)N(Cc2ccccc2F)C(=O)c2ccccc2S3=O)CC1 (stereo not drawn),4,-3,-10,0,4,-2,9,-10,2

# Brought forward from above: 3 compounds; new compounds follow.
SMILES,SENP8 block-1,HKDC1 inhibitor,PfG6PD inh,UBC13 inh,SENP6 inh,MIN6 prolif,SENP8 block-2,SENP7 inh,SENP1 FRET inh
CSCCC(=O)N1CCCC(N2CCN(c3cccc(C(F)(F)F)c3)CC2)C1 (stereo not drawn),0,-7,-14,2,-32,-1,8,-5,-1
Cc1nc2ccccc2n1CC(=O)c1ccc(O)c(O)c1,6,-3,-35,8,-2,6,-1,2,4
CN1CCN(C(=O)c2ccc3c(c2)N(Cc2ccccc2F)C(=O)c2ccccc2S3=O)CC1 (stereo not drawn),4,-3,-10,0,4,-2,9,-10,2
COc1ccc(C)cc1NS(=O)(=O)c1ccc2c(c1)oc(=O)n2C,-4,-4,-9,0,10,0,10,7,2
O=C(Nc1ccccc1)c1ccc(Br)c(S(=O)(=O)Nc2ccccn2)c1,-1,2,-11,10,4,-2,-112,19,1
O=C(O)/C=C/C(O)c1ccc(Cl)cc1 (stereo not drawn),2,1,6,1,-10,2,0,12,-1
CCn1c(SCC(=O)c2cccs2)nnc1-c1ccco1,-9,1,21,-11,20,2,3,-3,0
Cc1ccc(NC(=O)c2cc(-c3cccs3)on2)cc1,-16,-4,-5,10,-3,-2,5,10,1
COCCCNC(=S)NC1CC2CCCC(C1)N2Cc1ccco1 (stereo not drawn),1,-10,-7,-1,-3,-2,13,-7,-1
CC(C)(C)OCC1CO1 (stereo not drawn),1,-5,10,-9,0,-2,5,10,-1
O=C(NC(=S)Nc1ccc(CN2CCOCC2)cc1)c1cccc([N+](=O)[O-])c1,-14,11,-1,15,-9,-2,6,-11,2
CCOC(=O)CC1CCCCN1C(=O)CCCn1nnnc1CN1CCC(C)CC1 (stereo not drawn),7,-7,-1,-9,-9,-4,3,-11,1
C=CCOc1ccccc1CN1CCC(CO)(CCOc2ccccc2)CC1,-7,-4,-3,23,-3,-4,13,4,3
OC(COc1c(Cl)cc(Cl)cc1Cl)CN1CCCCC1 (stereo not drawn),-3,-3,-6,10,2,-1,18,-1,2
C/C(=N\Nc1ccc(C(=O)O)cc1)c1nc2ccccc2n1C,0,nt,nt,2,-10,-3,nt,-4,nt
Cc1cccc(-c2ccc3ncnc(NCc4cccnc4)c3c2)c1,6,-4,3,10,5,-6,-233,3,-8
Cc1cc(NCCCCCCCNc2cc(C)nc3cc([N+](=O)[O-])ccc23)c2ccc([N+](=O)[O-])cc2n1,nt,7,78*,nt,nt,nt,i,nt,1
CCc1ccc(C2CC(c3ccco3)=NN2S(C)(=O)=O)cc1 (stereo not drawn),89*,-6,-15,-8,94*,1,22,92*,-8
COCCN1CCN(Cc2cn(C)nc2-c2cccc(Cl)c2)CC1,-11,-8,7,-1,7,-1,4,-6,-1
Cc1ccc(CNC(=O)C(=O)NCCC2CCCCN2S(=O)(=O)c2cccs2)cc1 (stereo not drawn),-7,5,15,1,-17,-3,6,-3,2
O=C1CC[C@@]23CCCN2C(=O)CCCC3C1 (stereo partly drawn),nt,-1,-2,nt,nt,nt,8,4,0
O=C(O)C1CCCCC1C(=O)OCCCCOC(=O)C1CCCCC1C(=O)O (stereo not drawn),11,8,-10,4,-9,-3,28,0,1
Cc1cnc(NC(=O)CSc2ncn(-c3ccccc3)n2)s1,0,-5,-1,-13,7,0,19,3,0
COC(=O)C1CC2=C(CC(C)(C)CC2=O)N(c2ccccc2)C1=O (stereo not drawn),nt,-1,-2,nt,nt,nt,10,nt,2
O=C1c2ccccc2S(=O)(=O)c2cc(N3CCC(C(=O)N4CCCCC4)CC3)ccc21,5,2,1,-49,1,2,nt,-6,nt
COc1cccc(NC(=O)CC(=O)c2ccc([N+](=O)[O-])cc2)c1,69*,-12,8,-8,71*,-6,22,58*,2
COc1ccccc1OCc1ccc(C(=O)N2N=C(C(F)F)CC2(O)C(F)F)o1 (stereo not drawn),-1,1,-1,-6,7,2,-28,-1,0
COC(C[C@H]1O[C@H]1[C@H](O)[C@H](C)OCc1ccccc1)OC,-4,-1,-6,5,-8,-2,17,-7,1
O=C(Nc1nc2ccccc2n1CCN1CCCCC1)c1ccco1,-3,-3,13,-3,14,-1,-30,7,1
NC(=O)CC(NC(=O)Cc1ccc(Cl)cc1)c1ccc(NC2CC3CCC2C3)c([N+](=O)[O-])c1 (stereo not drawn),-6,3,4,-6,-15,-9,22,4,3
CCN1CCN(c2ccc(NC(=O)c3ccc4c(c3)[nH]c(=O)n4Cc3ccc(OC)cc3)cc2)CC1,-4,14,6,21,1,-1,16,3,-2
Cc1cc(NC(=O)CCCC(=O)N(CC(=O)NC2CCCCC2)c2ccccc2)no1,8,-3,6,0,0,-2,2,2,-4
CCN1C(=O)c2cccc3c(N)ccc(c23)C1=O,-8,8,29,i,5,2,-30,-5,-27
Cc1ccccc1Nc1ccc2nonc2c1[N+](=O)[O-],1,0,14,-6,9,-1,9,4,1
FC(F)(F)c1cnc(N2CCN(C(=S)NCc3ccccc3)CC2)c(Cl)c1,-3,-1,12,7,-3,-1,5,0,2
CCCC(=O)Nc1ccc2oc(-c3cncc(Br)c3)nc2c1,23,-1,2,19,49,-2,-417,50,2
CCOC(=O)c1nnc(-c2ccccc2)nc1NCc1ccc(Cl)cc1,-8,4,11,-8,-11,-4,26,6,0
Cc1cc(C(=O)Nc2ccc3c(c2)OCO3)no1,4,-2,9,-4,15,-1,9,33,-1
CN(C)c1ccc2c3c(ccc(N(C)C)c13)C(=O)OC2,1,5,15,-2,-22,0,-2,2,19
